# aDG glyco act: alpha-DG glycosylation activation. Pro5-aDG cells, alpha-DG glycosylation AlphaScreen (IIH6); 0% Pro5, 100% B10-LARGE cell signal. activation, % at 10 µM. AID 624168. 360,000 tested, 0.22% active;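 active means activation of at least 8% versus controls, or a plate z-score of at least 8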;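 further: Pro5 are CHO cells carrying HIG-tagged alpha-DG that lacks glycosylation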
# H9c2 protect: protects H9c2 cardiomyocytes from peroxide injury; H2O2 injury protection, ATPLite, 2 h; protection from H2O2 cell death, % at 20 µM; 360,000 tested, 0.63% active;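 active means compounds giving at least 50% protection of heart cells from peroxide-induced death in the single-dose screen, raw or plate-pattern-corrected value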;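 further: 0% = DMSO wells with peroxide and 100% = DMSO wells without peroxide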
# PDI inh: PDI (human) enzyme inhibition | P07237 | PDI insulin aggregation turbidity, A650, 90 min | inhibition, % at 10 µM | 350,000 tested, 0.052% active;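 active means mean inhibition across replicates of 30% or more, whatever share of single replicates reach that level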;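 further: absorbance from insulin aggregation driven by PDI reduction with DTT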
# Target sequence (P07237 whole entry, looked up): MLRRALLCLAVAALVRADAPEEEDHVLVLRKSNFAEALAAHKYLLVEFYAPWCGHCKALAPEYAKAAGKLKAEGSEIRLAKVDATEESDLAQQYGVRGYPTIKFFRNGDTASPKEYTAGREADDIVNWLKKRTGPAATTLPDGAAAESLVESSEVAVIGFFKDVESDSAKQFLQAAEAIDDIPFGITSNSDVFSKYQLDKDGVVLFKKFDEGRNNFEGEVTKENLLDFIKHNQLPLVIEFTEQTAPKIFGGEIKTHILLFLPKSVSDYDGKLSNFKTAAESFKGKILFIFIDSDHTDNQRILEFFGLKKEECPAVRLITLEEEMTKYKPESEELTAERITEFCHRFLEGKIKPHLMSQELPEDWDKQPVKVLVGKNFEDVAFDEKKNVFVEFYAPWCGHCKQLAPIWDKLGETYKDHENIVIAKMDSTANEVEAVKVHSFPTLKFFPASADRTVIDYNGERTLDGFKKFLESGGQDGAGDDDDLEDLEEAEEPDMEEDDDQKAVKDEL
# Glyco luc inh: N-linked glycosylation inhibition; D54 ERlucT glycosylation luciferase reporter, 24 h; percent of 100 nM tunicamycin response; reporter increase, % at 12.5 µM; 360,000 tested, 0.23% active;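 active means mean luciferase reporter signal, scaled so untreated is 0 and the glycosylation-blocking control 100, at or above a set limit in every replicate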;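 further: luciferase carries N-glycosylation sites so blocking glycosylation raises the light; 0% = median of neutral control wells and 100% = median of 100 nM tunicamycin wells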
# HTR2A ag: mouse HTR2A agonism via beta-arrestin recruitment; activation, % at 7.6 µM; P35363; CHO-K1 mHTR2A beta-arrestin complementation, luminescence; percent of 30 µM serotonin response; 360,000 tested, 0.66% active;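 active means activation above a run cutoff, the mean activation of all tested compounds plus 3 SD, cut at about 14% in these data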;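 further: 0% = plate median of compound wells and 100% = 30 µM serotonin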
# Target sequence (P35363 whole entry, looked up): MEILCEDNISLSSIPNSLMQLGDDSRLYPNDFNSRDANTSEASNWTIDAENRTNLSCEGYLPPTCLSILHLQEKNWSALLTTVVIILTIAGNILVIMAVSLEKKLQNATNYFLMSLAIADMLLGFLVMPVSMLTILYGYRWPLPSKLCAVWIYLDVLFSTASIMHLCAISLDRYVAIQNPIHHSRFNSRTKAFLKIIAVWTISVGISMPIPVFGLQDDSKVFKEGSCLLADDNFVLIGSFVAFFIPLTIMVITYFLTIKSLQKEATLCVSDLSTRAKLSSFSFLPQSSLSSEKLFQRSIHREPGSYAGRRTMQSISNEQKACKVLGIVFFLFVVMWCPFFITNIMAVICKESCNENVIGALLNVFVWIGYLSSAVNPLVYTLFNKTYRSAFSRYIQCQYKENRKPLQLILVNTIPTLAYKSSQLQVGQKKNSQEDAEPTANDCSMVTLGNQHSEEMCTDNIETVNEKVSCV
# Granule exo inh: blocks lytic granule exocytosis; TALL-104 LAMP-1 surface exposure, flow cytometry; cells stimulated with thapsigargin and PMA; inhibition, % at 10 µM; 360,000 tested, 0.66% active; AID 651702;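 active means inhibition above about 55%, limit read from the data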
# CaV13 FRET inh: Disruptors of the CACNA1D IQ motif to Ca2+-dependent inactivation inhibitor domain association, primary screening, Förster resonance energy transfer in intact living …; HEK cells, CFP/YFP FRET ICDI-IQ, plate reader, 10 min; percent FRET-ratio fall versus neutral wells; 340,000 tested, 0.098% active; inhibition, % at 12.3 µM;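 active means mean replicate inhibition of at least 30% and at least 1% of replicates passing that level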;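 further: 0% = median of the neutral control wells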
# Vif inh: inhibitors of HIV Vif. 340,000 tested, 0.35% active. AID 602346. HEK293T cells, Vif self-association by quenched fluorescence, imaging, 24 h. inhibition, % at 7.49 µM; in the data active means inhibition above about 50%, passing the limit was not always enough; further: some results filed as inactive read as strong as hits
# ABCB6 inh 2: human ABCB6 transporter inhibition | fluorescence ratio to DMSO, % at 10 µM | AID 602162 | K562-ABCB6 porphyrin accumulation, flow cytometry, 1 h; active compounds read low | 360,000 tested, 0.19% active;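 active means fluorescence ratio to DMSO below 75%, the collection mean minus 3 SD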;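 further: signal is porphyrin accumulated inside mitochondria; 100% equals median channel fluorescence of DMSO control wells; lower ratio means ABCB6 inhibition with less porphyrin fluorescence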
# hiPSC survival: increases survival of single human iPS cells. hiPSC single-cell survival, ATPlite luminescence; 100% = ROCK inhibitor wells, 0% = DMSO. survival enhancement, % at 20 µM. 360,000 tested, 0.044% active. AID 602274; in the data active means survival enhancement above about 18%;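 further: cells exposed to compounds for 16 hours before the ATP read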
# * = called active by the depositor; . = not tested or not shown; & = joins results of further samples; ! = not active in a repeat.
SMILES,aDG glyco act,H9c2 protect,PDI inh,Glyco luc inh,HTR2A ag,Granule exo inh,CaV13 FRET inh,Vif inh,ABCB6 inh 2,hiPSC survival
COc1ccc(C2Nc3cccc4cccc(c34)N2)cc1,-0.8,-11,-8,2,-1,24,-4,-5,111,-0.4
O=C(c1ccccc1)N1CCN(Cc2ccccc2Br)CC1,-0.1,-2,4,-6,0,0,-5,-7,142,8.6
COc1ccc(NC(=O)c2nc[nH]c2C(=O)N2CCN(c3ccccc3)CC2)cc1,1.0,-3,5,-1,6,-3,-5,-2,103,-4.4
COc1cc2c(cc1OC)C1(CCCC1)C(N)=C2C#N,0.3,0,-9,4,0,-1,0,-1,100,-0.8
O=C(CCCCCCC(=O)c1ccccc1)c1ccccc1,-0.1,-9,-3,-1,-11,-1,-7,5,100,0.5
CC(C)CCn1c(N2CCC(C(N)=O)CC2)nc2c1c(=O)[nH]c(=O)n2C,0.0,3,4,-1,0,-1,.,7,84,0.1
O=S(=O)(NC1CCCCC1N1CCN(c2ccccc2F)CC1)c1ccc(Cl)cc1 (configuration not stated),0.3,-11,5,-3,-10,0,-2,-2,98,-0.4
CCOC(=O)C1CCCN(CCCc2ccccc2)C1 (configuration not stated),-0.3&-0.1,-1&0,1,0&1,-4&-2,-2&-1,38*!,8,98&98,2.9&-0.7
CCCCn1c(SCC(=O)N2CCCC2=O)nc2cc(S(N)(=O)=O)ccc21,0.0,0,-17,2,0,-4,-2,4,102,-1.7
Cc1c(CN(C)C(=O)c2sc3cc(Cl)ccc3c2Cl)cnn1C,3.7,-19,-5,-3,-8,3,.,-11,93,-1.1
CCOC(=O)c1cc(NC(=O)C2CCCO2)cc(C(=O)OCC)c1 (configuration not stated),0.0,6,-7,0,3,-3,-9,1,109,3.1
Cc1cccc(N(C(=O)c2csnn2)C(C(=O)NC2CCCCC2)c2ccccn2)c1C (configuration not stated),-0.2,-5,-2,-1,2,12,-3,-6,94,-0.4
O=[N+]([O-])c1ccc(N/N=C/c2c[nH]c3ccccc23)cc1,2.1,-20,-2,6,-13,10,-12,.,507,-2.3
COC(=O)COc1ccc(-c2nccc(-c3ccc(Br)cc3)n2)cc1,-0.1,-4,3,6,-9,4,-5,.,98,1.1
Cc1ccsc1CN(C)C(=O)C(NC(=O)c1cccc(S(=O)(=O)N2CCOCC2)c1)C(C)C (configuration not stated),-0.1,-2,-8,-3,5,-1,-5,0,100,0.9
CCn1nc(C)c(C(=O)Nc2cc(Oc3cc(C)cc(C)c3)cc([N+](=O)[O-])c2)c1C,-0.1,-12,9,12,3,7,-6,-1,96,-2.4
Cc1ccc(S(=O)(=O)Nc2c(C)n(C)n(-c3ccccc3)c2=O)cc1C(=O)NCc1ccco1,-0.1,-2,5,-2,-1,2,-6,5,105,-0.1
Cc1cc(NC(=O)C2CC(c3cccc(Br)c3)=NO2)no1 (configuration not stated),-0.1,6,7,0,8,0,-9,-3,99,0.7
CCc1nc2ccc(C(=O)NCCOc3ccc(OC)cc3)cn2c1N(C)C(=O)Cc1ccccc1,0.1,10,0,3,3,-23,-5,-4,105,4.8
N#CCC(=O)NCC1(c2ccccc2)CCCC1,-0.1,8,-4,-1,-1,0,.,-7,85,-0.2
O=C(C1CCC1)N1CCN(S(=O)(=O)c2ccc(F)cc2)CC1,0.1,-3,-1,0,-4,-1,-6,2,104,-0.4
COc1ccc(OC)c(/C=C/C(=O)c2ccc3c(c2)OCO3)c1,-0.1,-6,5,-1,-4,-14,-12,13,93,-0.3
Nc1ncc(CN2CCCC(C(=O)Nc3ccc(-c4ccco4)cc3)C2)cn1 (configuration not stated),-0.1,-3,-4,-2,-9,-2,-3,5,97,-0.4
O=C1CCSc2ccc(Cl)cc2N1Cc1cccc(Cl)c1,0.0,-9,-1,-5,-2,-4,.,-10,94,1.5
CCOC(=O)C(=NC(C)CC)NNc1cccc(C(F)(F)F)c1 (configuration not stated),-0.1,-16,4,2,1,7,-2,6,95,0.8
COc1ccc(N2C(=O)CCC(C(=O)N(C)CCc3ccccn3)C2c2ccc(OC)c(OC)c2)cc1 (configuration not stated),-0.2,-3,0,0,3,-2,-7,-6,96,0.2
CC(=O)NC1C(=O)N=C(SC(C)C(=O)Nc2cccc(Cl)c2)NC1=O (configuration not stated),0.1,2,-4,-1,0,2,-7,10,92,1.8
COc1cc(OC)cc(C(=O)N[C@H](C(=O)Nc2nc(-c3ccc(F)c(F)c3)cs2)C(C)C)c1,-0.1,3,0,-3,0,4,-7,13,98,0.4
Cc1nc(/C=C\C(=O)O)c2cc(C)oc2n1,0.8,3,6,1,3,-1,-7,1,97,2.3
COC(=O)c1ccc(Oc2ccc(C(F)(F)F)cn2)cc1,-0.4,3,-5,-1,0,0,8,1,105,-1.6

# Some of these compounds in order of the CaV13 FRET inh value, lowest first.
canonical_smiles,aDG glyco act,PDI inh,Glyco luc inh,HTR2A ag,Granule exo inh,CaV13 FRET inh,Vif inh,ABCB6 inh 2
O=[N+]([O-])c1ccc(N/N=C/c2c[nH]c3ccccc23)cc1,2.1,-2,6,-13,10,-12,.,507
O=C(CCCCCCC(=O)c1ccccc1)c1ccccc1,-0.1,-3,-1,-11,-1,-7,5,100
Nc1ncc(CN2CCCC(C(=O)Nc3ccc(-c4ccco4)cc3)C2)cn1 (configuration not stated),-0.1,-4,-2,-9,-2,-3,5,97
COC(=O)c1ccc(Oc2ccc(C(F)(F)F)cn2)cc1,-0.4,-5,-1,0,0,8,1,105

# The results go on.
SMILES,aDG glyco act,H9c2 protect,PDI inh,Glyco luc inh,HTR2A ag,Granule exo inh,CaV13 FRET inh,Vif inh,ABCB6 inh 2,hiPSC survival
Cc1ccc2nc(-c3ccccn3)cc(C(=O)Nc3ccc(S(=O)(=O)N4CCOCC4)cc3)c2c1,-0.9,24,25,1,2,-1,-2,-2,95,0.4
COc1ccc(/C(C)=N/Nc2nc(C)cc(-c3ccccc3)n2)cc1,1.4,-3,-6,0,-2,2,-19,-1,102,0.0
Cc1cccc(C(=O)NNC(=O)CSc2nnc(C3CC3)n2C)c1,0.1,-2,-3,-2,9,-5,-7,-13,96,-0.5
COc1ccc(NC(=O)CN2CCOCC2)cc1,0.1,1,1,3,8,0,-4,23,93,-1.2
Cn1ncc2c(NCc3ccccc3)ncnc21,-0.2,12,0,0,-4,8,-9,5,101,-0.5
COc1ccc(NC(=O)Cc2ccc(-c3ccccc3)cc2)cn1,0.0,-14,-4,6,-4,5,-7,2,98,2.4
Cc1ccc(-c2nc(CS(=O)CC(=O)NC(C)CCc3ccccc3)c(C)o2)cc1 (configuration not stated),0.2,0,8,2,-6,-2,-4,6,97,-0.1
C[C@@H]1COc2cc(N3CCC[C@@H]3CO)ccc2S(=O)(=O)N1,0.1,.,.,.,1,-5,-6,.,100,0.8
COc1ccccc1CNC(=O)c1ccc2ccccc2n1,0.1,3,-16,-1,9,15,-3,-6,100,-0.2
CCOc1ccccc1Nc1nc2ccc(C)cc2n2cnnc12,-0.1,3,-5,-3,2,-11,-4,-13,136,-0.4
O=C(CCc1nc2ccccc2c(=O)[nH]1)NNC(=O)COc1ccccc1Cl,0.3,42,-5,1,5,-2,-6,-3,102,0.0
CN1C(=O)/C(=C2/C=CC=CN2C)OC1=S,0.5,-3,-15,1,2,1,-4,-5,103,-0.1
COc1cc2c(cc1OC)C(C)N(C(=O)c1cc(Cl)nc(Cl)c1)CC2 (configuration not stated),-0.1,1,-2,12,3,-5,-19,-13,90,0.8
Cc1ccc(S(=O)(=O)N2C[C@H]3C(=O)C[C@@H](c4cccc5ccccc45)N(S(=O)(=O)c4ccc(C)cc4)[C@H]3C[C@H]2c2ccc(Cl)cc2)cc1,-0.2,5,-12,-6,5,-2,-6,2,97,-0.6
O=C1CCCN1C(=O)CCC(=O)N1CCCC1=O,0.1,5,5,0,-2,-2,-5,7,88,0.3
Cc1cccc[n+]1CC(=O)c1ccccc1,-0.1,-4,-2,1,4,-13,-6,-1,101,0.6
Cc1c(CNC2CCC(C)CC2)c(C(=O)O)c(C)n1Cc1ccccc1 (configuration not stated),-0.1,1,0,-5,1,-2,-6,-1,90,-0.6
O=C(Nc1nc2ccc(F)cc2s1)C1CC(=O)N(c2ccc3c(c2)OCCO3)C1 (configuration not stated),-0.1,-4,10,-2,3,-2,-17,-4,97,-0.2
COc1ccc(OC)c(NC(=O)NCc2cccnc2)c1,1.7,7,3,2,-2,-4,.,8,104,-0.5
CCc1c(Cl)nc(N)nc1Nc1ccccc1Cl,0.1,5,1,1,1,4,-5,2,104,2.2
COc1cccc(CC(NC(C)=O)C(=O)NC2CCN(c3nc(C)cc(C)c3C#N)CC2)c1 (configuration not stated),-0.1,-3,-3,-2,2,-2,-5,3,98,-1.7
CSc1nnc(Cc2cc(=O)[nH]c(=O)[nH]2)n1-c1cccc(C)c1,-0.2,7,-5,.,4,0,.,.,105,2.0
CC(=O)Nc1ccc(-c2csc(NCCc3ccccc3)n2)cc1,0.0,-1,-5,-3,-4,4,-20,-1,102,-0.3
CCOC(=O)CC1(NC(=O)c2cc(COc3cccc(OC)c3)on2)CCCCC1,0.6,-13,-8,0,15*,-1,-14,-7,98,0.2
COc1cccc(NC(=O)c2ccccc2OCc2c(C)noc2C)c1,0.3,1,2,-1,-3,-1,-6,-9,100,-0.3
COc1ccc(CCC(=O)NCc2cn3ccccc3n2)cc1,0.0,-10,-3,0,-3,4,-6,-14,100,-0.6
c1ccc2cc(N3CCCCC3)ccc2c1,-0.1,-4,3,-6,0,-1,-5,2,106,-3.9
c1ccc(-n2nnc3ccccc32)nc1,0.8,12,4,-1,-8,-2,-6,0,97,-1.9
CCN(CCn1cccn1)Cc1c(C(=O)N2C[C@@H](C)O[C@@H](C)C2)nc2ccc(Cl)cn12,-0.4,3,0,-1,-4,-5,-7,13,96,-2.0
COc1cccc2cc(C(C)N(CCCN3CCOCC3)C(=S)Nc3cc(C)cc(C)c3)oc12 (configuration not stated),0.0,8,-4,-1,-2,-4,-4,2,96,-0.7
Cc1nc2ccc(F)cc2cc1C(=O)Nc1cccc(Cl)c1C,-0.1,-6,1,0,3,-2,-2,-2,98,-0.7
Cc1ccc(S(=O)(=O)c2nc(S(=O)(=O)c3ccc(C)cc3)c(N3CCN(CCO)CC3)s2)cc1,-0.3,15,-11,-11,-6,0,-8,-1,96,0.4
CSc1ccccc1NC(=O)C1CCCO1 (configuration not stated),-0.2,14,2,0,-3,0,-7,0,96,3.0
O=C(NCCc1nc2ccccc2[nH]1)c1cccc(Br)c1,0.0,3,6,-2,-5,-6,-3,-2,106,3.4
Cc1cccc(C2=NN(c3ccccc3)[C@@H](C(=O)N3CCOC3=O)[C@@H]2c2ccc([N+](=O)[O-])cc2)c1,0.2,30,-1,1,-2,-1,-6,-4,96,0.3
C[C@H](CO)N1C[C@H](C)[C@@H](CN(C)C(=O)NC2CCCCC2)Oc2ccc(NC(=O)Cn3cnnn3)cc2C1=O,-0.2,4,0,2,5,-5,-11,9,99,-1.3
CC1(C)N([O-])C(c2cccs2)=C[N+]1=O,0.5,2,-5,-1,-3,-7,-4,-16,102,-0.5
Cc1ccc2nc3c(c(Nc4cccc(O)c4)c2c1)CCC3,0.2,-13,1,15,-15,6,-4,-17,96,0.9
N#CC(C(=O)c1ccco1)c1ccccn1 (configuration not stated),0.3,-4,-3,5,13,2,-5,6,101,-1.4

# Source: PubChem BioAssay
